Source: PubChem BioAssay (The Scripps Research Institute Molecular Screening Center)
PLC-gamma1 inh = inhibitors of human phospholipase C gamma1 | purified PLC-gamma1, fluorogenic substrate, fluorescence | inhibition, % at 12.2 µM | actives 0.84% (n = 370,000) | AID 720700; in the data active = inhibition above about 9.5%
Target sequence (P19174 whole entry, looked up): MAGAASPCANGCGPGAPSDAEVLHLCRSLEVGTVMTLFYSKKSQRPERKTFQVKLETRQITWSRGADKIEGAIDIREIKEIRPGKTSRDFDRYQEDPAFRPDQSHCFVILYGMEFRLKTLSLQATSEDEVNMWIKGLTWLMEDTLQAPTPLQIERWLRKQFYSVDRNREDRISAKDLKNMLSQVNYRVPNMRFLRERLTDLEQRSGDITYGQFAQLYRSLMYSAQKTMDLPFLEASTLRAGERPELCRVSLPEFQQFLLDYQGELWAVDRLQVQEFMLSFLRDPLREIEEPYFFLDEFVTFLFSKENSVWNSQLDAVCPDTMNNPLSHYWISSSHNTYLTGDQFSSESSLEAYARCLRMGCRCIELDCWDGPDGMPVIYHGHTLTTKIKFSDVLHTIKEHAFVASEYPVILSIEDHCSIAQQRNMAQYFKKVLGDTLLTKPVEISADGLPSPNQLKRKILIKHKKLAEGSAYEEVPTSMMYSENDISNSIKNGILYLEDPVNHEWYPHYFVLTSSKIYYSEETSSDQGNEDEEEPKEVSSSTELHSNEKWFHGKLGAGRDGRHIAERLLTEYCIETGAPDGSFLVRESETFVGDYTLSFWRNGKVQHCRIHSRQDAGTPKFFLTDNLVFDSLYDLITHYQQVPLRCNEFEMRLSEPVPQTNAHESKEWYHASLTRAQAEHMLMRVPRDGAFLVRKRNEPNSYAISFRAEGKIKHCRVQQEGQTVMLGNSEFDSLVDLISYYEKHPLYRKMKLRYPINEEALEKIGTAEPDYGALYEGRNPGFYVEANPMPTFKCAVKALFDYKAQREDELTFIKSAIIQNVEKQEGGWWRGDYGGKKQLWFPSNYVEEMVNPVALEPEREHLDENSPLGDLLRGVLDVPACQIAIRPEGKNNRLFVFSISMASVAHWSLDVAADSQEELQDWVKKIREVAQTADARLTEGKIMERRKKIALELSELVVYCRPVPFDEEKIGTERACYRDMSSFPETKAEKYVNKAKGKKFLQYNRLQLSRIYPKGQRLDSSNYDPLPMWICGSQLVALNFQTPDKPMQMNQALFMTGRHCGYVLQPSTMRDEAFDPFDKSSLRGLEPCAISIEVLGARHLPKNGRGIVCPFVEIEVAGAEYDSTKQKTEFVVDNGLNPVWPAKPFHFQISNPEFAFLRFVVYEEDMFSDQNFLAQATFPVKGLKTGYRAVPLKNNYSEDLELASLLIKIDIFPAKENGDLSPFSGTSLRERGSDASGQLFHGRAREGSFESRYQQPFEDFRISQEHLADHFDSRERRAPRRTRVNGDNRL
ADAM10 inh = inhibitors of human ADAM10 | O14672 | recombinant ADAM10, EDANS/DABCYL FRET peptide cleavage, 3 h | inhibition, % at 7 µM | actives 0.62% (n = 370,000) | AID 720582;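 active = inhibition above a per-campaign cutoff equal to the mean of compounds falling between control-based bounds plus 3 SD, cut at about 20% in these data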;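 note: 0% = DMSO wells while the 100% control is not disclosed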
KLK7 zymogen act = proKLK7 (human) activation, primary screen; P49862; activation, % at 7 µM; purified proKLK7, EDANS-DABCYL substrate fluorescence; 100% is mature enzyme control, 0% vehicle; actives 0.9% (n = 370,000);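 active = activation above the mean of all tested compounds plus 3 SD, computed per campaign excluding outliers beyond control limits, cut at about 13% in these data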
ASAP1 inh = ASAP1 ArfGAP inhibition | Q9ULH1 | ASAP1-stimulated ARF1 GTP hydrolysis, GDP FP detection | inhibition, % at 16.5 µM | actives 0.19% (n = 360,000); in the data active = inhibition above about 25%;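 note: 0% = vehicle with enzyme and substrate and 100% = no enzyme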
Tn6 DDE FP = inhibitors of Tn6 peptide binding to human fibrin DD(E). Fibrin DD(E) TRITC-Tn6 fluorescence polarization displacement. inhibition, % at 8.3 µM. actives 0.21% (n = 370,000);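 active = inhibition above a per-campaign cutoff: mean of compounds within control limits plus 3 SD, cut at about 15% in these data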;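 note: 0% = median of all compound wells on the plate and 100% = blocking peptide control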
ADAM17 inh = ADAM17 inhibition, QFRET primary screen; actives 0.83% (n = 370,000); recombinant ADAM17, EDANS/DABCYL FRET peptide cleavage; inhibition, % at 6.95 µM;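 active = inhibition above the mean of compounds lying between control limits plus 3 SD, set per campaign, cut at about 8.5% in these data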;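 note: 0% = DMSO-only wells as the low control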
TDP2 absorb = TDP2 (human) inhibition, absorbance primary screen; actives 0.34% (n = 370,000); inhibition, % at 12.8 µM; recombinant TDP2, T5PNP hydrolysis, p-nitrophenol absorbance 415 nm;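 active = inhibition above the mean of all tested compounds plus 3 SD, set per campaign, cut at about 25% in these data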;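 note: 0% = DMSO with enzyme and 100% = buffer with substrate but no TDP2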
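test system = human TDP2 enzyme | input = TDP2 enzyme at 120 nM final | medium = 50 mM Tris-HCl pH 7.5 with Mg2+, KCl, DTT, BSA | also added = T5PNP substrate, 5 mM | times = 2 h at 37 °C | technique = epi absorbance | benchmarks = high control without enzyme, low control DMSO plus TDP2 | replication = each compound tested once, singlicate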
LEDGF integ inh = blocks HIV-1 LEDGF/p75-dependent DNA integration; inhibition, % at 3.7 µM; TR-FRET IN-LEDGF/p75 DNA integration, Eu/Cy5; AID 743269; actives 0.64% (n = 370,000);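 active = inhibition above the screen-wide mean plus 3 SD, cut at about 13% in these data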;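 note: signal is the Cy5 over europium emission ratio at 671 and 618 nm; 0% = plate median of compound wells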
DDE Tn7 FP inh = disrupts Tn7 cyclic peptide binding to fibrin D-Dimer-E complex. P02675. FP displacement of FITC-Tn7 peptide from fibrin DD(E); 0% = median of compound wells per plate. inhibition, % at 8.3 µM. actives 0.13% (n = 370,000). AID 720508;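 active = inhibition above the mean of compounds falling within the control limits plus 3 SD of them, cut at about 14% in these data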;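 note: 0% = plate median of compound wells and 100% = 10 µM Aha-Tn7 peptide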
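Assay system: human fibrin DD(E). Input: DD(E) 2 µM final. Medium: Tris buffer with calcium and detergent, pH 7.8. Compound dosing: single point at 8.3 µM. Timing: 10 min plus 3 h, room temperature. Technique: fluorescence polarization of the labelled Tn7 tracer. Read-out: percent inhibition. Replicates: singlicate testing.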
ARFGAP1 inh = inhibits rat ARF GTPase activating protein 1; Q62848; Arfgap1-stimulated ARF1 GTP hydrolysis, GDP FP detection; inhibition, % at 16.5 µM; actives 0.26% (n = 360,000); AID 651572;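 active = inhibition above a per-plate limit, mean inhibition of low control wells plus 3 SD, cut at about 25% in these data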;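 note: 0% = DMSO wells with enzyme and 100% = wells lacking Arfgap1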
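Material: rat Arfgap1 GAP domain (His6, aa 1-136), purified enzyme. Also added: human ARF1(Δ1-17)-GTP substrate. Compound dosing: 16.5 µM single point, 1.26% DMSO. Timing: enzyme reaction 120 min at 25 °C after 20 min preincubation. Signal: GDP detection by fluorescence polarization. Read-out basis: percent inhibition of GAP-stimulated GDP formation, scaled between DMSO and no-Arfgap1 medians.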
* hit, by the source's call; . = not tested or not shown.

Fields – PLC-gamma1 inh	ADAM10 inh	KLK7 zymogen act	ASAP1 inh	Tn6 DDE FP	ADAM17 inh	TDP2 absorb	LEDGF integ inh	DDE Tn7 FP inh	ARFGAP1 inh
> Cc1snc(SCC(=O)c2ccc([N+](=O)[O-])cc2)c1C#N
    0	8	0.2	11	-5	2	5	1	-7	21
> Cc1ccc(/C=N/Nc2nncc(-c3ccccc3)n2)o1
    0	5	0.2	20	-3	-1	-2	4	1	1
> CCOc1ccc(Oc2c(/C=N/NC(=O)C3CC3)c(C)nn2-c2ccccc2)cc1
    -2	-10	0.2	2	-10	0	-3	-7	-6	3
> CCc1c(C)nc2ncnn2c1NCCc1ccc(OC)c(OC)c1
    1	-6	0.2	-1	4	-2	2	-1	0	-6
> CC(C)(C)c1ccc(S(=O)(=O)N2CCc3nc4ccccc4c(C(=O)O)c3C2)cc1
    -4	-2	0.0	18	3	-8	-3	-8	2	9
> CC(C)=C1SC(N2CCCCC2)=NC1=O
    -3	0	-0.1	5	4	-3	8	-1	3	2
> Cc1ccc(CCN2CCN=C2Nc2ccccc2)cc1
    3	6	0.0	-10	11	-3	3	-3	5	-11
> O=C(c1ccncc1)N1N=C(C2CC2)CC1(O)C(F)(F)F (stereo unspecified)
    0	7	0.4	-2	-5	0	3	0	-1	-6
> CCN1CCN(C(=O)C2CCN(S(=O)(=O)c3ccc(SC)cc3)CC2)CC1
    -1	-2	0.7	-6	-2	0	-3	2	2	4
> CCOc1ncccc1C(=O)NCCc1ccc(Cl)cc1
    4	-3	0.4	7	11	2	18	0	5	3
> COC(=O)CCC(=O)COc1ccc(OC)cc1C#N
    -1	-8	4.8	6	4	-9	4	2	-4	9
> COC(=O)CC1C(=O)NCCN1C(=O)Nc1ccc(Cl)cc1 (stereo unspecified)
    2	2	-0.4	11	-3	1	-8	2	-2	-1
> Cc1cn([C@H]2C[C@H](O)[C@@H](CNC(=O)[C@H](N)C3CC3)O2)c(=O)[nH]c1=O
    -3	-1	-0.6	0	0	2	-1	2	-1	3
> CN(Cc1ccccc1Cl)C(=O)CNC(=O)C12CC3CC(CC(C3)C1)C2
    -2	-16	-0.4	5	-3	-4	-5	-4	-7	-6
> COc1ccc(CCN2C(=O)NC(NC(=O)CCc3ccccc3)(C(F)(F)F)C2=O)cc1OC (stereo unspecified)
    5	7	0.0	-12	4	2	-12	-2	3	-1
> Cc1ccc(C)c(S(=O)(=O)N2CCN(C(=O)C3CC3C)CC2)c1 (stereo unspecified)
    2	1	0.1	3	-6	-2	-12	0	5	-6
> COc1ccc(-c2[nH]ncc2CN2CCN(Cc3cccs3)CC2)cc1F
    -2	-10	-0.2	-8	2	-8	2	-1	1	4
> Cc1ccc(OCCNC(=O)c2cc(=O)[nH]c3ccccc23)cc1
    -19	-61	0.5	14	-10	-25	-6	3	0	15
> O=C(Nc1ccccc1)c1cc(S(=O)(=O)N2CCSCC2)ccc1Cl
    0	7	-0.2	-13	4	4	-2	-4	7	-3
> Oc1ccc2ccccc2c1N=Nc1ccc(F)cc1
    3	3	0.1	-5	-5	-24	-4	8	-8	-6
> CCOC(=O)Cc1ccc(NC(=O)c2ccc(C(C)(C)C)cc2)cc1
    0	0	-0.6	3	6	-3	-2	-3	-3	17
> Cc1nc2ccccc2c(=O)n1N(c1ccccc1)c1ccccc1
    -1	1	-0.2	-3	-5	-3	-1	-1	-4	-1
> CCOC(=O)C1=CN(Cc2ccco2)S(=O)(=O)N(CC)C1c1ccc(F)c(Cl)c1 (stereo unspecified)
    -3	-106	0.0	-10	0	0	-7	-2	0	21
> CC(C)(C)NC(=O)NC(=O)COC(=O)Cn1cnc2ccccc2c1=O
    1	-9	0.8	-7	2	-2	-3	-1	-5	7
> O=C(NC1CC1)c1cc2cc3ccccc3nc2s1
    4	-43	0.2	1	0	-8	4	1	-2	6
> Cc1ccnc(Nc2nc(-c3ccc(O)c(O)c3)cs2)c1
    -12	14	-0.4	-4	-7	3	-21	5	-4	13
> CC(C)OC(=O)/C(=C\c1ccc2c(c1)c1ccccc1n2C)NC(=O)c1ccccc1
    -64	-12	-10	-18	-10	-5	7	4	7	10
> CCn1c(=O)c(=O)[nH]c2c(=O)oc3ccc(S(=O)(=O)Nc4ccc(OC)cc4)cc3c21
    -6	-9	-4.1	2	-4	-5	-3	1	5	0
> COc1cc2c(cc1OC)C(C)N(C(=O)c1sccc1C)CC2 (stereo unspecified)
    -2	-6	0.0	-16	-3	-5	1	-4	0	1
> COc1cccc(-c2ncn(CCc3ccccc3OC)c2CC(C)C)c1
    2	18	0.8	9	4	6	-2	-1	9	-16
> CN(c1ccccc1)S(=O)(=O)c1cccc(NC(=O)c2cc3ccccc3oc2=O)c1
    -1	4	0.0	2	3	-3	-2	2	-3	11
> O=C(CCCc1c[nH]c2ccccc12)NCc1ccccc1F
    2	-4	0.3	-11	2	-5	-13	-10	7	-9
> CC(CN1CCCC1)OC(=O)Cc1ccc(Cl)cc1 (stereo unspecified)
    1	-8	-0.7	-14	8	0	-12	-3	0	10
> Cc1ccc(N2CC(NC(=O)C(=O)c3c[nH]c4ccccc34)CC2=O)cc1C (stereo unspecified)
    5	-14	-0.3	0	-4	-1	-3	2	-3	9
> COC(=O)CSc1nnc(-c2ccc(NS(=O)(=O)c3ccc(Cl)s3)cc2)o1
    -2	0	0.0	.	-8	0	6	-3	5	.
> NC(N)=N/N=C/c1cc([N+](=O)[O-])ccc1O
    4	5	-0.8	1	0	-1	-3	-2	1	3
> COc1ccc(NS(=O)(=O)c2cc(NC(=O)c3ccc(C)o3)ccc2N2CCCCC2)cc1
    0	9	-0.2	-4	5	3	-3	-6	7	0
> COc1ccc(S[C@]2(C(=O)N3CCCC3)CC(=O)N(C(=O)Nc3ccc(C)c(Cl)c3)[C@@H]2c2ccc(OC)cc2)cc1
    0	-5	-0.2	.	0	0	-1	1	-1	.
> CCCc1nc2ccccc2c(C(=O)O)c1CC
    -2	5	-0.9	-12	-7	-6	-2	0	-1	6
> CCOc1cc(/C=C2/C(=O)ON=C2C)cc(Br)c1O
    -1	-5	0.2	-10	-10	0	8	-4	-1	-6
> COCCC1CCCCN1C(=O)c1cc(COc2ccc(-n3cncn3)cc2)on1 (stereo unspecified)
    2	-8	0.3	-8	-6	2	2	1	4	-6
> CCN(CC)CCN1C(=O)C(O)=C(C(=O)c2cc3cccc(OC)c3o2)C1c1ccc(F)cc1 (stereo unspecified)
    -2	6	0.8	2	4	-3	8	-2	-2	2
> COc1ccc(S(=O)(=O)N2CCc3ccccc32)cc1C(=O)N(CC(C)C)C1CCS(=O)(=O)C1 (stereo unspecified)
    0	-2	0.4	3	-5	-3	2	-4	5	2
> CCOC(=O)N1CCN(C(=O)C[C@H]2C[C@@]3(C(=O)OC)C(=C[C@H](COCc4ccccc4)O[C@@H]3C)N(Cc3ccc(Cl)cc3Cl)C2=O)CC1
    1	7	0.7	.	-4	2	8	-2	1	.
> Cc1ccc(C2=Nc3ccccc3N=C(C(Cl)Cl)C2)cc1
    -34	-50	-3.9	-9	-5	-16	0	-1	-2	-13
> COc1cccc(Cn2cc(COC(=O)NCCc3c[nH]c4ccccc34)nn2)c1
    -7	4	0.9	.	0	-5	2	-1	10	.
> CNc1snc(C)c1C(=O)OC(C)C(=O)c1ccc(F)cc1 (stereo unspecified)
    0	-3	-0.2	11	-1	-1	5	2	-2	-2
> CN(C)CCCNC(=O)CCc1ncc(C(F)(F)F)cc1Cl
    -1	2	0.5	-9	-1	-4	12	1	7	-5
> O=C(NC1C=CS(=O)(=O)C1)c1sc2ccccc2c1Cl (stereo unspecified)
    -2	0	-0.1	3	4	-2	4	-1	4	-11
> Cc1sc2nc3ccc(NCc4ccco4)nn3c(=O)c2c1C
    -353	-127	17*	1	-2	-50	7	5	-3	0
> CCOC(=O)c1c(NC(=S)NCC2CCCO2)sc(C)c1C (stereo unspecified)
    1	2	-0.3	0	2	1	7	-4	-6	5
> Cc1nc2ccccn2c1/C(O)=C1\C(=O)C(=O)N(CCCn2ccnc2)C1c1ccncc1 (stereo unspecified)
    -1	4	-0.3	4	6	0	4	-2	2	-2
> O=C1OC2(CCCCC2)OC(=O)C1=CNc1nccs1
    0	2	0.3	-3	8	-1	1	0	1	-10
> CCc1ccc(NC(=O)c2cc(-c3cccs3)on2)cc1
    1	1	-0.5	-2	3	-5	-10	-2	6	-7
> COc1cc(OC)c(C(=O)CCCN2CCCC2)c(OC)c1
    -2	-8	-0.2	-17	3	-3	5	2	-2	3
> O=S(=O)(Nc1nc2ccccc2nc1Cl)c1ccc2ccccc2c1
    -36	-67	-1.5	21	-3	-27	-9	4	1	-9
> O=C(CN1CCN(C(=O)c2ccco2)CC1)Nc1ccc(F)cc1F
    0	-2	0.5	10	2	1	4	-2	2	4
> CCO[C@H]1OC(C(=O)NC2CC2)=C[C@@H](c2ccc3c(c2)OCO3)[C@@H]1CCCO
    -1	-1	0.5	-6	0	-6	1	-2	4	0
> Cc1cccc(C)c1NC(=S)N(CCN(C)C)Cc1cccs1
    5	4	-0.2	-1	1	-1	-20	4	-1	-9
> CCOc1ccccc1N1CC(C(=O)N2CCOCC2)CC1=O (stereo unspecified)
    -2	3	-0.6	0	1	-3	-4	-5	4	-14

Profiles from above. Screens in order: PLC-gamma1 inh, ADAM10 inh, KLK7 zymogen act, ASAP1 inh, Tn6 DDE FP, ADAM17 inh, TDP2 absorb, LEDGF integ inh, DDE Tn7 FP inh, ARFGAP1 inh
Profile of `COc1ccc(NS(=O)(=O)c2cc(NC(=O)c3ccc(C)o3)ccc2N2CCCCC2)cc1` → 0, 9, -0.2, -4, 5, 3, -3, -6, 7, 0
Profile of `CCc1ccc(NC(=O)c2cc(-c3cccs3)on2)cc1` → 1, 1, -0.5, -2, 3, -5, -10, -2, 6, -7

Later entries
Fields – PLC-gamma1 inh	ADAM10 inh	KLK7 zymogen act	ASAP1 inh	Tn6 DDE FP	ADAM17 inh	TDP2 absorb	LEDGF integ inh	DDE Tn7 FP inh	ARFGAP1 inh
> COc1cc(/C=N/N(C)S(=O)(=O)c2ccc(C)cc2)cc([N+](=O)[O-])c1O
    2	-3	0.0	2	4	-1	2	-7	0	5
> O=C(CSc1nncn1-c1ccccc1)NC1CCCC1
    6	0	0.3	7	-6	-7	-13	1	5	5
> O=Nc1c(O)cc(O)c2ccccc12
    3	19	0.7	-8	-16	10*	-6	3	-2	0
> C(#Cc1ccccc1)C[N+]1(CC#Cc2ccccc2)CCCC1
    4	1	0.2	1	3	0	0	-1	-3	0
